# NCI-60 one-dose screen, 48 h, at 10 µM unless noted. Numbers give growth in % (100 = growth as untreated, 0 = no growth, -100 = all killed).
# SF-539 – SF-539 CNS cancer. 6.8% of 81,000 active
# PC-3 – PC-3 prostate cancer cells; AID 1794754; 3.9% of 80,000 active
# DU-145 – DU-145 prostate cancer; 4.2% of 81,000 active; AID 1794760
# SF-295 – SF-295 CNS cancer cells | 5.6% of 79,000 active | AID 1794758
# SF-268 – SF-268 CNS cancer cells. 3.1% of 82,000 active
# HCC-2998 – HCC-2998 colon cancer; AID 1794799; 4.7% of 79,000 active
# SNB-75 – SNB-75 CNS cancer; 5% of 79,000 active
# SNB-19 – SNB-19 CNS cancer cells; AID 1794751; 2.5% of 81,000 active
# U251 – U251 CNS tumor cells; 5.4% of 80,000 active; AID 1794753
# Starred values were filed as active, the others as inactive; nt = not tested or not shown; & = joins results of further samples; ! = not confirmed by another sample; [ ] = another dose, or the depositor's remark. How the source made its calls: active means growth percent below 10; inactive means the rest.
SMILES,SF-539,PC-3,DU-145,SF-295,SF-268,HCC-2998,SNB-75,SNB-19,U251
Cc1ccc(C(=O)NN2C(=O)CSC2c2cccc(Oc3ccccc3)c2)cn1 (configuration not stated),109,97,112,107,117,111,88,94,106
CCOC(=O)c1c(O)cc(-c2ccc(Cl)cc2)cc1-c1sc(N(C)Cc2ccccc2)nc1Cl,96,94,103,95,97,95,89,95,99
OCC1(CO)CCCC2(COC3(CCCCC3)OC2)C1,98,nt,128,118,108,101,85,99,103
CCCc1c(CC)cc(CC)c[n+]1-c1ccccc1,96,86,107,96,101,69,103,102,92
CC(C)C[C@H]1[C@H](O)[C@H](O)[C@H](CC(C)C)N(Cc2ccccc2)S(=O)(=O)N1Cc1ccccc1,101[2 µM],63[2 µM],112[2 µM],60[2 µM],94[2 µM],86[2 µM],70[2 µM],84[2 µM],82[2 µM]
O=C(Cn1cc(CO)nn1)Nc1nc(-c2ccccc2)cs1,97,101,111,105,105,104,88,101,104
O=C(Cc1ccccn1)Nc1nnc(OC2CCN(c3nnc(NC(=O)Cc4ccccn4)s3)CC2)s1,96,93,87,49,96,98,104,96,59
C#CC(NCCC(C)CC(C)(C)C)C(C)C (configuration not stated),99,nt,101,108,108,109,nt,103,104
Cc1ccc(NC(=O)/C=N/O)cc1,96,105,107,100,100,104,92,99,106
O=S(=O)(Nc1ccc(F)cc1)c1ccc(-c2cnc(C3CC3)o2)cc1,19,31,34,30,45,56,0.8*,30,21
COc1cc(-c2nc3ccc(-c4nnc(SCC(=O)Nc5ccc(/C(C)=N\O)cc5)o4)cc3[nH]2)cc(OC)c1OC,88,95,102,98,104,104,109,102,97
Cn1c(N2CCOCC2)nc(-c2ccccc2)cc1=O,97,94,107,92,99,95,88,93,96
CCN(CC)c1ccc2c(c1)Oc1nc(N)c(C#N)c(N)c1C2Sc1ccc(F)cc1 (configuration not stated),-96*,-74*,-94*,-91*,-45*,-91*,-3.7*,-95*,-73*
Cc1nc2ccccc2c(/C=C/c2ccc(C(F)(F)F)cc2)c1C(=O)c1ccccc1,83,51,89,78,77,83,86,85,72
OC(c1cccc(-n2ccc(C(F)(F)F)n2)c1)c1cnccc1NC1CCCCCC1 (configuration not stated),61,41,2.8*,81,64,-89*,64,71,-43*
COc1ccc(NC(=O)/C=C/c2ccc(NC(=O)N3CCCC3)cc2)cn1,97,96,106,100,101,111,102,102,99
Cc1cc(NCCCCNc2ccnc3cc(Cl)ccc23)nc(Nc2ccc(C(=O)N3CCCCC3)cc2)n1,-80*,12,22,-60*,-38*,-38*,-73*,25,-36*
O=C(Nc1ccc(F)cc1)c1cc2ccccc2cc1O,84,43,86,91,87,104,92,83,80
Cc1nnc(Nc2nc(O)c(C3=c4cc(OC(F)(F)F)ccc4=NC3=O)s2)s1,104,91,100,105,93,102,100,95,99
CSc1ccc(SC2c3ccc(C)cc3Oc3nc(N)c(C#N)c(N)c32)cc1 (configuration not stated),-87*,-76*,-89*,15,-26*,-88*,-36*,-96*,-91*
Cc1ccc(/C(CSc2nnc(-c3c[nH]c4ccccc34)n2-c2ccccc2)=N/O)cc1,10,-47*,-60*,-50*,-60*,-42*,-44*,-19*,10
O=C(O)CCNC(=O)c1ccc(N=Nc2ccc(O)c(C(=O)O)c2)cc1,104,92,107,103,99,109,76,107,101
O=C1c2ccccc2C(=O)c2c3c(cc(NCCNCCO)c21)N(CCO)CCN3,88,83,104,108,95,92,68,80,92
CN(C)c1ncnc2c1nnn2C1OC(CO)C(O)C1O (configuration not stated),-2.7*,22,16,6.4*,25,8.0*,28,34,nt
N#Cc1cccc(CN2CCC3=C(C2)C(=O)N(Cc2ccc(Cl)cc2)C2=NCCCN23)c1,40,24,31,7.3*,37,24,68,22,24

# Only SNB-75 and DU-145, for 2 of the compounds above:
Molecule,SNB-75,DU-145
O=C(Nc1ccc(F)cc1)c1cc2ccccc2cc1O,92,86
Cc1cc(NCCCCNc2ccnc3cc(Cl)ccc23)nc(Nc2ccc(C(=O)N3CCCCC3)cc2)n1,-73*,22

# Returning to the listing, starting five compounds before the break.
SMILES,SF-539,PC-3,DU-145,SF-295,SF-268,HCC-2998,SNB-75,SNB-19,U251
Cc1ccc(/C(CSc2nnc(-c3c[nH]c4ccccc34)n2-c2ccccc2)=N/O)cc1,10,-47*,-60*,-50*,-60*,-42*,-44*,-19*,10
O=C(O)CCNC(=O)c1ccc(N=Nc2ccc(O)c(C(=O)O)c2)cc1,104,92,107,103,99,109,76,107,101
O=C1c2ccccc2C(=O)c2c3c(cc(NCCNCCO)c21)N(CCO)CCN3,88,83,104,108,95,92,68,80,92
CN(C)c1ncnc2c1nnn2C1OC(CO)C(O)C1O (configuration not stated),-2.7*,22,16,6.4*,25,8.0*,28,34,nt
N#Cc1cccc(CN2CCC3=C(C2)C(=O)N(Cc2ccc(Cl)cc2)C2=NCCCN23)c1,40,24,31,7.3*,37,24,68,22,24
CCCCC1(CC)COC(c2ccc(C(C)C)cc2)OC1 (configuration not stated),104,76,114,103,101,102,102,115,97
O=S(=O)(Nc1cccc(O)c1)c1ccccc1,102,88,118,93,106,102,95,99,95
COc1ccc(CNc2ccc(NC(=O)Nc3cc(OC)cc(OC)c3)cn2)cc1,117,90,108,100,95,116,85,89,95
CN(C)N=Nc1ccc(N=Nc2ccc(N(CCO)CCO)cc2)cc1,93,96,125,120,104,115,73,101,102
O=C(CC(=O)c1cccnc1)c1ccccc1,93,88,81,83,86,86,87,92,67
COc1ccc(CCN=Cc2ccc(Cl)cc2)cc1OC,111,116,106,121,100,105,127,101,105
CCOC(=O)Cn1c(C(C)C)nc2ccccc21,101,92,111,110,97,104,82,104,99
C[C@H](NC(=O)OC(C)(C)C)c1ncc[nH]1,111,100,105,109,107,104,97,104,98
CCC(=O)Nc1cc(Nc2cc(NC3CC3)n3ncc(C#N)c3n2)ccc1C,22,20,45,22,35,42,-9.9*,26,20
Nc1nc(Nc2ccc([N+](=O)[O-])cc2O)nc(C(Cl)(Cl)Cl)n1,58,92,97,93,64,108,63,80,73
COc1ccc(C2C(Oc3ccccc3)C(=O)N2c2ccc(OC)cc2)cc1 (configuration not stated),115,89,109,84,102,99,98,105,93
COc1ccc2sc3nc4nc5n(c(=O)c4c(=N)n3c2c1)-c1ccccc1Sc1ccccc1-5,97,68,109,101,105,103,nt,96,103
CCCCCCCCCCCCNC(=O)N[C@H](C(=O)N[C@H]1/C=C/CCNC(=O)/C=C/[C@H](C)NC1=O)C(C)C,-49*,-24*,6.5*,-37*,-45*,-96*,-95*,-26*,-95*
CCN(CC)Cc1cc(C=C2C(=O)N(C)C(=O)N(C)C2=O)cc(OC)c1O,95,98,111,99,99,100,89,97,98
COc1ccc(-c2csc(-c3cc(Cl)cc(Cl)c3Cl)n2)cc1,95,95,100,103,97,nt,92,103,93
COc1ccc(OC)c(Cn2cc3c(c2-c2ccccc2)CCc2cnoc2-3)c1,55,41,95,23,72,86,56,65,53
Cn1c(N2CCOCC2)nc(-c2ccco2)c(C#N)c1=O,116,106,123,98,114,108,87,107,100
O=c1[nH]c(Nc2ccc(F)cc2)nc2nccc(-c3ccncc3)c12,101,91,101,86,99,104,98,88,87
CCCCC(CC)COC1CCC=CO1 (configuration not stated),102,85,99,142,86,97,88,111,106
COc1ccc(Cn2c(-c3nonc3NC(C)=O)nc3ccccc32)cc1,77,72,100,nt,92,96,39,89,90
O=c1ccn(C2OC(F)(CO)C(O)C2F)c(=O)[nH]1 (configuration not stated),100,93,110,98,100,99,96,105,95
c1ccc(-c2nc3ccccc3o2)cc1,96,112,118,118,110,107,125,107,106
O=C(O)CCc1cccnc1,101,105,113,121,103,107,102,93,98
Cc1cc(=O)oc2cc(OCCOc3ccc(/C=C/C(=O)Nc4ccccc4Cl)cc3)ccc12,102,99,108,101,100,114,86,95,97
CCN(CC)CCC(=O)c1cccc([N+](=O)[O-])c1,111,112,100,111,99,106,92,113,100
# (next part)
SMILES,SF-539,PC-3,DU-145,SF-295,SF-268,HCC-2998,SNB-75,SNB-19,U251
OCCCOc1ccc(Cl)cc1Cl,97,87,113,93,104,93,73,97,96
COc1cc(NS(C)(=O)=O)ccc1Nc1c2ccccc2nc2c(C)cccc12,-31*,28&18,7.6*,-25*,2.5*!,-6.1*,-6.8*,25&20,-7.3*
Cc1nc(-n2[nH]c(=O)ccc2=O)sc1N=Nc1ccc(Br)cc1,111,96,115,102,94,111,94,99,100
CCCCNCCCCCNc1cc(OC)cc2cccnc12,93,78,120,96,95,95,74,96,92
CNC(=O)Nc1ccncc1,92,100,157,110,152,94,100,96,109
CN(C)CC(=O)O,99,99,104,nt,109,106,95,103,nt
Cc1ccc([N+](=O)[O-])c2ccccc12,99,84,108,116,105,101,82,109,95
COc1cccc(C=O)c1OC1CCC(=O)N1 (configuration not stated),101,106,116,105,109,99,94,106,103
O=C(c1ccccc1)c1cnc(=S)[nH]c1-c1ccc(F)cc1,100,98,114,102,100,107,98,105,100
CC1(C)OC2=C(C(=O)c3cc(O)cc(O)c3C2=O)[C@@H]2C=C(CO)[C@@H](O)[C@H](O)[C@@H]21,100,93,108,106,101,101,109,96,95
Nc1ncnc2c1N=C1c3ccccc3CCC1C(c1ccc(Cl)cc1)N2 (configuration not stated),67,57,89,80,67,83,61,65,72
CS(=O)(=O)c1ccc(-c2[nH]c3ccccc3c2/C=N/O)cc1,93,77,98,105,99,116,75,96,97
CC1(COC(=O)/C=C/c2ccc(O)c(O)c2)C(O)C(O)CC2(C)C1CCC1(C)C2CCC2C3C(C(=O)O)CCC3(C(=O)O)CCC21C (configuration not stated),101,59,94,88,81,94,82,98,80
Cc1c2cccnc2c(C)c2c1c1cc(CO)ccc1n2C,23,31,25,25,29,35,46,21,14
CC1=CCC23CCC4C(C)(C)CCC[C@]45C[C@]24C1C[C@@H]1C(C)(C)OC(=C(C(C)C)C3=O)[C@@]14O5 (some centres not stated),98,69,104,103,99,104,93,87,80
Cc1ccc(S(=O)(=O)Nc2ccccc2C(N)=O)cc1,98,91,121,99,116,105,nt,96,109
Nc1nc(-c2ccc(Cl)cc2)cc(-c2cc(-c3ccc(Cl)cc3)nc(N)n2)n1,93,97,118,99,105,106,89,99,103
CN(CCC#N)C(=O)Nc1ccccc1,105,100,115,109,106,108,99,109,102
CCN(CC)CC(=O)Nc1c(C)cccc1C,104,100,121,90,108,114,96,106,106
CN(C)CCC(=O)c1ccc(Cl)cc1,106,103&93,133&112,126&117,107&105,97,114&79,109&95,111&113
COc1ccc(/C=C2\SC(=O)N(Cc3cc(=O)oc4ccc(C)cc34)C2=O)cc1,101,102,111,99,102,109,81,107,97
COc1ccc(-c2cc(-c3nc4ccc(OC)cc4[nH]3)[nH]n2)cc1,65,57,68,nt,79,97,65,92,68
Nc1nc2c(ncn2C2OC3COP(=O)(O)OC4C(COP(=O)(O)OC2C3O)OC(n2cnc3c(N)ncnc32)C4O)c(=O)[nH]1 (configuration not stated),0.8*,108,107,97,102,99,104,93,110
CC(C)N1CN2C(=O)N3CN(C(C)C)CN4C(=S)N(C1)C2C34 (configuration not stated),107,94,101,104,91,98,88,104,107
CCCCCCCCC1CC(C)CCC1=O (configuration not stated),119,102,107,97,103,103,93,110,103

# Ordered by formula weight (rising): part of the list above
SMILES,SF-539,PC-3,DU-145,SF-295,SF-268,HCC-2998,SNB-75,SNB-19,U251
CN(CCC#N)C(=O)Nc1ccccc1,105,100,115,109,106,108,99,109,102
CC1(C)OC2=C(C(=O)c3cc(O)cc(O)c3C2=O)[C@@H]2C=C(CO)[C@@H](O)[C@H](O)[C@@H]21,100,93,108,106,101,101,109,96,95
Nc1nc(-c2ccc(Cl)cc2)cc(-c2cc(-c3ccc(Cl)cc3)nc(N)n2)n1,93,97,118,99,105,106,89,99,103

# Entries of single compounds, quoted from the list.
# CCCCNCCCCCNc1cc(OC)cc2cccnc12 as listed: SF-539 = 93; PC-3 = 78; DU-145 = 120; SF-295 = 96; SF-268 = 95; HCC-2998 = 95; SNB-75 = 74; SNB-19 = 96; U251 = 92
# Cc1ccc(S(=O)(=O)Nc2ccccc2C(N)=O)cc1 as listed: SF-539 = 98; PC-3 = 91; DU-145 = 121; SF-295 = 99; SF-268 = 116; HCC-2998 = 105; SNB-75 = nt; SNB-19 = 96; U251 = 109

# Next part:
SMILES,SF-539,PC-3,DU-145,SF-295,SF-268,HCC-2998,SNB-75,SNB-19,U251
CCN(CC)c1ccc(C2NNC(=S)N2)c(O)c1 (configuration not stated),81,70,89,91,76,78,59,83,75
O=C(c1ccccc1)N1c2ccccc2CC1c1c[nH]c2ccccc12 (configuration not stated),101,72,102,82,87,83,68,93,82
O=CNc1ccccc1Sc1ccc(C(=O)O)cc1[N+](=O)[O-],97,96,105,100,100,105,93,99,96
CC1CN(C(C)C)C(=S)NC1=O (configuration not stated),100,95,117,92,113,nt,91,105,97
COc1ccc(N=N/N=c2\sc3cc(OC)ccc3n2C)cc1,99,78,92,83,98,102,101,98,78
CCn1c(O)c(/C=N/NC(=O)Cc2ccccc2Nc2c(Cl)cccc2Cl)sc1=S,63,nt,97,60,58,88,77,65,49
C=CCn1c(SCC(=O)Nc2ccc(C(=O)/C=C/c3ccccc3)cc2)nnc1-c1ccc(OC)cc1,104,87,99,92,84,96,91,93,93
Cc1cc(C)c(NS(=O)(=O)c2ccccc2)c(C)n1,119,94,118,89,108,96,93,106,101
COc1ccc(C(=O)N/N=C/c2ccc(OC)c([N+](=O)[O-])c2)cc1,103,101,112,94,104,92,93,102,104
CCOC(=O)C1=C(C)NC(C)=C(C(=O)OCC)C1c1ccccn1,99,104,108,nt,107,111,75,100,102
CCc1nnc2c3cc4ccccc4n3cnn12,97,102,115,146,101,106,97,94,109
COc1ccc(C(=O)/C=C/c2cccc3ccccc23)cc1S(N)(=O)=O,-83*,13,13,-62*,14,-70*,51,10,-94*
CCCCCCCNCCCCCC,96,94,119,93,108,95,148,97,99
C=CN1C(=O)NC(C)(CC(C)C)C1=O (configuration not stated),108,99,nt,109,nt,107,107,115,106

# Bioassay records deposited in PubChem by NCI.
